Bioassay records as filed in PubChem.
pPAFAH FP inh: inhibitors of human plasma PAF acetylhydrolase (pPAFAH); inhibition, % at 3.39 µM; recombinant pPAFAH, FP-rhodamine probe fluorescence polarization; AID 463082; Q13093; actives 1.5% (n = 330,000);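 active = inhibition above the mean inhibition across the screen plus 3 SD, cut at about 25% in these data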;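 note: inhibitors block binding of the rhodamine activity-based probe so polarization drops; 0% = enzyme with DMSO and 100% = wells lacking pPAFAH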
PAFAH1B2 FP inh: PAFAH1B2 (human) inhibition. recombinant PAFAH1B2, FP-rhodamine activity probe, fluorescence polarization. inhibition, % at 3.39 µM. actives 1.2% (n = 340,000). AID 492953;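 active = inhibition above the mean of all tested compounds plus 3 SD, cut at about 24% in these data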;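 note: 0% = enzyme with DMSO and 100% = wells lacking PAFAH1B2; many of its hits are not listed in these tables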
PAFAH1B3 FP inh: blocks human PAF acetylhydrolase 1B catalytic subunit 3 | Q15102 | recombinant PAFAH1B3, FP-rhodamine probe, fluorescence polarization | inhibition, % at 3.39 µM | actives 0.28% (n = 340,000);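 active = inhibition above the screen-wide average of all tested compounds plus 3 SD, cut at about 25% in these data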;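 note: 0% = enzyme with DMSO only and 100% = wells lacking PAFAH1B3 protein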
GSTO1 counter: GSTO1 inhibition, counter-screen for RBBP9 inhibitors | P78417 | actives 1.1% (n = 300,000) | recombinant GSTO1, activity-based probe fluorescence polarization | inhibition, % at 5.96 µM;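 active = inhibition above the campaign mean inhibition plus 3 SD, cut at about 35% in these data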;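 note: 0% = GSTO1-1 with DMSO and 100% = wells lacking GSTO1-1 enzyme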
Target sequence (P78417 whole entry, looked up): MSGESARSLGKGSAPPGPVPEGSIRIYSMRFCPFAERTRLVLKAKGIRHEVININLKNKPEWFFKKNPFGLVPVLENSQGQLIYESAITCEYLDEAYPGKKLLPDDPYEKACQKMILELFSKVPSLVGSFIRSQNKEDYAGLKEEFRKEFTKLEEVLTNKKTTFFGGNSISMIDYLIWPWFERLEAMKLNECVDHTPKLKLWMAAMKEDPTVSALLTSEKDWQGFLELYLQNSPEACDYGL
LYPLA1 counter: blocks human lysophospholipase 1, a PME1 counter-screen; O75608; recombinant LYPLA1, FP-Rh probe fluorescence polarization; inhibition, % at 5.9 µM; actives 0.16% (n = 320,000);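 active = inhibition above the mean of all tested compounds plus 3 SD, set per campaign, cut at about 14% in these data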;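 note: inhibitors block serine hydrolase probe labeling of LYPLA1 so polarization falls; 0% = enzyme with DMSO and 100% = wells lacking LYPLA1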
PAD4 inh: PAD4 (human) enzyme inhibition; recombinant PAD4, RCA probe fluorescence polarization; actives 0.41% (n = 330,000); inhibition, % at 6.36 µM; Q9UM07;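 active = percent inhibition above a cutoff equal to the mean of all tested compounds plus 3 SD, cut at about 15% in these data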;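 note: 0% = PAD4 with RCA probe and DMSO and 100% = probe without PAD4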
LYPLA2 inh: blocks human lysophospholipase 2, a PME1 counter-screen | recombinant LYPLA2, FP-Rh probe fluorescence polarization | inhibition, % at 5.9 µM | actives 0.38% (n = 320,000) | AID 2177;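 active = inhibition above the screen-wide mean plus 3 SD, limit set per campaign, cut at about 26% in these data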;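 note: 0% = LYPLA2 with DMSO and 100% = wells lacking LYPLA2 enzyme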
PREPL inhibitor: inhibitors of human prolyl oligopeptidase-like enzyme PREPL; recombinant PREPL, fluorescence polarization activity-based probe; inhibition, % at 5.96 µM; AID 2751; Q4J6C6; actives 0.68% (n = 320,000); in the data active = inhibition above about 43%;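 note: 0% = enzyme with DMSO and 100% = wells lacking enzyme; many of its hits are not listed in these tables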
Target sequence (Q4J6C6 whole entry, looked up): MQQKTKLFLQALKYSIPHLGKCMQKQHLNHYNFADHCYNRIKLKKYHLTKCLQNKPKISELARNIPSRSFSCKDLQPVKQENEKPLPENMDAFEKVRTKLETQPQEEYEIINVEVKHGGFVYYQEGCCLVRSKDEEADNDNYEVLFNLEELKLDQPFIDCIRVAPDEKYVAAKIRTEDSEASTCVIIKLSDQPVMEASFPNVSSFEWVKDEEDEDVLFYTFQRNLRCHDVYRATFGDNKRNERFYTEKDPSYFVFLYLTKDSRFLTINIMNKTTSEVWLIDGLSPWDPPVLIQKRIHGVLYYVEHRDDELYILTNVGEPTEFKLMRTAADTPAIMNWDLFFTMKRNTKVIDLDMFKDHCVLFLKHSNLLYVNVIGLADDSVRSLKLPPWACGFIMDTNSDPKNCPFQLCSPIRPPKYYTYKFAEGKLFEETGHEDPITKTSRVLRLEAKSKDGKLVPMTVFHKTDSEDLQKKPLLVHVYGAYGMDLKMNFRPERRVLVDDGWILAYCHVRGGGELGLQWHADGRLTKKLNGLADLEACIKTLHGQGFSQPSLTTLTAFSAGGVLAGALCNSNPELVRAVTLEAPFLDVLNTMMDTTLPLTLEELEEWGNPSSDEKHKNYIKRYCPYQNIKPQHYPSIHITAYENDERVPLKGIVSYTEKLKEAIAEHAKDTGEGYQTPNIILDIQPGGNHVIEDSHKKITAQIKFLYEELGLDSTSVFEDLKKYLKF
PAFAH2 FP inh: inhibitors of human PAFAH2; recombinant PAFAH2, FP-rhodamine activity probe, fluorescence polarization; inhibition, % at 3.39 µM; actives 0.99% (n = 340,000); AID 492956;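 active = inhibition above the mean over all tested compounds plus 3 SD, cut at about 30% in these data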;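 note: inhibitors block probe labeling of enzyme so polarization drops; 0% = enzyme with DMSO and 100% = wells lacking PAFAH2 protein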
* hit, by the source's call; . = not tested or not shown; & = joins results of further samples. Not all compounds are listed, so the mix of outcomes need not match the whole.

SMILES	pPAFAH FP inh	PAFAH1B2 FP inh	PAFAH1B3 FP inh	GSTO1 counter	LYPLA1 counter	PAD4 inh	LYPLA2 inh	PREPL inhibitor	PAFAH2 FP inh
CCOc1ccc(NC(=O)[C@@H](NC(=O)c2ccccc2)[C@@H](C)CC)cc1	-1	10	-4	-1	0	-4	1	1	1
CCc1nc(OCc2ccco2)c2sc3nc4c(cc3c2n1)COC(C)(C)C4	1	0	1	-4	-2	-8	-2	-9	4
O=C(C1CCCN(S(=O)(=O)c2cccc3cccnc23)C1)N1CCN(c2ccccc2F)CC1 (centres undefined)	8	4	11	6	3	-2	0	5	4
O=[N+]([O-])c1cccc(/C=C/c2ccc3cccc(O)c3n2)c1	7	0	13	15	3	2	7	24	0
CCOc1cc(/C=C2/NC(=O)NC2=O)cc(Br)c1OCc1ccc(C(=O)O)cc1	8	1	10	-22	2	-4	1	-2	2
OCCNc1nc(-c2cccnc2)nc2ccccc12	1	-1	-2	7	-2	-2	-2	1	5
CCCCOc1ccccc1N1CCN(CCCN2C(=O)C3CCCN3C2=O)CC1 (centres undefined)	3	0	0	5	0	-1	-4	0	-5
O=C(O)CC(c1ccccc1)N1C(=O)c2cccc([N+](=O)[O-])c2C1=O (centres undefined)	-1	1	2	4	-3	2	-3	2	8
O=C(O)C(Cc1c[nH]c2ccccc12)NS(=O)(=O)c1ccccc1 (centres undefined)	2	24*	0	4	-6	1	1	5	2
CNC(=O)Nc1ccc2snnc2c1	-4	2	0	15	-1	1	-1	8	9
CC(/C=N/N1C(=O)CSC1=S)=C\c1ccccc1	8	5	0	-13	-2	-5	-3	-3	4
O=S1(=O)CCO[C@H]2Cc3ccccc3[C@H]2N1Cc1ccccc1Br	-1	8	4	6	3	-4	2	-5	1
O=C(CCCN1C(=O)c2ccccc2C1=O)NC1CCCCCC1	0	4	7	-4	2	2	3	-1	3
N#Cc1cc2cc3ccccc3nc2n2c(=O)c3ccccc3nc12	6	2	-4	-172	1	1	0	18	2
COc1ccccc1C(CNC(=O)c1ccc(NS(=O)(=O)c2ccc3c(c2)OCCO3)cc1)N(C)C (centres undefined)	4	4	6	1	2	-4	5	-11	-2
Cc1ccc2nc(NCc3ccccc3)c(C=NCc3cccnc3)c(=O)n2c1	0	5	10	-11	1	-2	12	11	-2
Cc1ccc(S(=O)(=O)NCCCNc2ccc([N+](=O)[O-])cc2)cc1	9	20	3	4	-2	-5	-2	-94	0
CCC(C)(C)NC(=O)C(Sc1ccccc1)c1ccccc1 (centres undefined)	0	-2	20	2	-1	-5	3	-3	1
CCOC(=O)c1ccc(COC(=O)c2ccc(-c3nnc(-c4ccccc4)o3)cc2)o1	0	-1	11	0	4	-6	-1	-7	0
Nc1c(Cl)ncnc1N/N=C/c1ccnc2ccccc12	13	6	10	4	3	-8	-2	22	1
CCC(C)NC(=S)Nc1ccccc1OC (centres undefined)	2	1	-2	9	3	-1	9	2	1
O=C(Cc1nc2ccccc2[nH]1)N/N=C/c1ccccc1	0	5	0	2	-1	-3	1	-16	5
COc1ccc(OC)c(S(=O)(=O)NCc2ccc(N3CCN(C)CC3)cc2)c1	5	-1	3	3	-4	-1	0	2	-4
COc1nc(N(C)S(=O)(=O)c2ccc(C)cc2)nc(C)c1Cl	-2	-3	0	0	0	1	-1	-2	2
O=C1C2CC=CCC2C(=O)N1c1n[nH]c(Cc2ccccc2)n1 (centres undefined)	2	5	-1	-1	-2	-3	2	-6	5

Shown as a hit in PAFAH1B2 FP inh, of those listed so far:
| mol | pPAFAH FP inh | PAFAH1B2 FP inh | PAFAH1B3 FP inh | PAD4 inh | PREPL inhibitor | PAFAH2 FP inh |
| --- | --- | --- | --- | --- | --- | --- |
| O=C(O)C(Cc1c[nH]c2ccccc12)NS(=O)(=O)c1ccccc1 (centres undefined) | 2 | 24* | 0 | 1 | 5 | 2 |

The listing picks up, repeating the 2 entries before the break.
SMILES	pPAFAH FP inh	PAFAH1B2 FP inh	PAFAH1B3 FP inh	GSTO1 counter	LYPLA1 counter	PAD4 inh	LYPLA2 inh	PREPL inhibitor	PAFAH2 FP inh
COc1nc(N(C)S(=O)(=O)c2ccc(C)cc2)nc(C)c1Cl	-2	-3	0	0	0	1	-1	-2	2
O=C1C2CC=CCC2C(=O)N1c1n[nH]c(Cc2ccccc2)n1 (centres undefined)	2	5	-1	-1	-2	-3	2	-6	5
O=S(=O)(c1ccc(F)cc1)N1CCN(CCOc2ccccc2)CC1	5	5	6	.	.	6	.	8	-11
CCN(CC)C(=O)C1(P(=O)(c2ccccc2)c2ccccc2)CCC1	-2	.	.	1	-2	-5	0	7	.
Cc1nn(CC(=O)Nc2ccc3c(c2)nc2n3CCOC2)c(=O)c2ccccc12	18	-3	1	6	-4	0	-7	-2	-2
Cc1cc(C)n2ncc(/C(N)=N/OC(=O)c3ccccc3F)c2n1	4	6	7	-4	1	-6	-1	3	-3
COc1cc(NC(=S)NN2CCN(C)CC2)cc(OC)c1OC	5	0	-2	-4	-3	-5	-3	3	10
CCOc1ccc(OCCOCCOc2c(Cl)cccc2Cl)cc1	8	2	1	-3	2	-1	2	-5	8
CC(=O)CC(c1ccccc1)S(=O)(=O)c1ccc(C)cc1 (centres undefined)	-3	1	5	0	5	-4	-4	3	0
CC(=O)OC(C)=O	0	5	2	.	2	-4	-5	5	3
CCC(Sc1nnnn1-c1ccccc1)C(=O)Nc1nc2ccccc2s1 (centres undefined)	2	-5	2	-16	-11	1	-10	-42	-20
O=[N+]([O-])c1ccc(N/N=C/c2c[nH]c3ccccc23)c(S(=O)(=O)Nc2ccc(Cl)cc2)c1	1	15	30*	1	2	-1	-1	9	27
O=C(c1ccco1)N(Cc1nc2ccccc2c(=O)[nH]1)C1CCCC1	3	0	-3	-6	-2	1	-3	-2	7
COc1ccccc1-c1cnn2c(NCCc3ccccc3)cc(C)nc12	10	5	-1	4	-3	-14	0	33	5
Cn1c(Cn2c(=O)sc3ccccc32)nnc1SCc1cccnc1	7	3	-2	2	0	4	3	3	-4
COCCNCC(=O)C12CC3CC(CC(C3)C1)C2	4	9	-4	6	-1	-1	0	12	3
O=C(O)CCc1ccc(-c2cccs2)n1CCc1ccccc1	34*	7	-11	8	-1	1	4	17	-1
CCn1c(SCC(=O)O)nnc1-c1ccc(S(=O)(=O)N2CCCC2)cc1	-1	2	9	4	0	-2	-3	-1	-8
O=c1oc2ccccc2cc1-c1nc2c(s1)CCc1ccccc1-2	5	1	2	1	-9	-9	-14	-5	-7
COc1ccc(C(=O)Nc2cc3c4c(c2)C(C)C(=O)N4CCC3)cc1OC (centres undefined)	2	1	0	8	2	-3	3	7	0
COc1cccc2c1OCC/C2=N\NC(=O)COc1ccccc1C	3	-2	7	1	0	-1	5	15	5
CCn1cc(CN2CCC(n3nccc3NC(=O)C3CCCC3)CC2)cn1	2	0	5	6	-2	-4	4	1	-1
O=C(NC(=S)Nc1ccc(Oc2ccccc2)cc1)c1ccc(Cl)cc1	-4	-9	-3	2	-4	-5	-7	16	-11
O=C(Nc1nc(-c2ccc(-c3ccccc3)cc2)cs1)c1cc([N+](=O)[O-])ccc1N1CCOCC1	0	-6	-2	-6	1	-6	2	8	-6
CC(C)N(C(=O)Cn1cc(SCC(=O)N2CCCC2)c2ccccc21)C(C)C	-1	0	5	6	0	-1	1	10	6
CSc1nsc(/C=C/Nc2ccc(F)cc2)c1C#N	9	0	-9	3	-5	-9	-8	8	-7
CC1CCCCC1NC(=O)Cc1ccc(S(=O)(=O)N2CCOCC2)s1 (centres undefined)	17	-2	6	-9	3	3	0	5	25

Further compounds follow.
SMILES	pPAFAH FP inh	PAFAH1B2 FP inh	PAFAH1B3 FP inh	GSTO1 counter	LYPLA1 counter	PAD4 inh	LYPLA2 inh	PREPL inhibitor	PAFAH2 FP inh
COc1ccccc1NC(=O)CSc1nc(=O)n(CCN(C)C)c2c1CCCC2	7	-3	7	-2	-2	-1	4	0	-6
O=C(Nc1ccc(O)c(-c2nc3ccccc3s2)c1)c1cccs1	16	-3	4	-4	-1	3	12	8	10
COc1ccc(CCNC(=O)c2nnn(CC(=O)Nc3ccccc3C)c2N)cc1OC	2	-8	6	3	-3	-1	1	11	-5
O=C(NCCc1ccc(F)cc1)C1CCCCC1	0	0	-6	5	-3	-4	2	9	3
COc1ccc(S(=O)(=O)NCC2CCC(C(=O)NCc3ccc(F)cc3)CC2)cc1 (centres undefined)	2	-1	3	-5	1	-2	7	-4	-13
O=C(Nc1ccc(N2CCOCC2)cc1)c1cccc2c(Br)cccc12	-2	1	5	-11	2	2	4	2	-4
OC(CN1CCNCC1)Cn1ccc2ccccc21 (centres undefined)	5	.	.	1	6	3	8	60*	.
CCC(=O)c1c[nH]c(C(=O)NCc2cccnc2)c1	6	4	6	4	3	0	-4	-10	6
CC(C)(C)N(Cc1ccccc1)C(=O)c1cc2ccccc2o1	24	4	2	4	-3	4	-1	8	-3
CCc1ccccc1Nc1nc(N)nc(COC(=O)C2=COCCO2)n1	-3	5	-5	.	2	-3	2	11	5
CCCOc1ccc(OCC(=O)c2[nH]c(C)c(C(C)=O)c2C)cc1	0	1	4	1	-5	0	4	13	4
CCCc1cc(C(=O)OC)c(NC(=O)CCCC(=O)O)s1	6	2	-1	9	0	1	10	6	-3
COc1ccc(Cl)cc1S(=O)(=O)Nc1cccc(C(=O)O)c1	1	5	-4	-4	0	-3	3	9	3
Nn1c(SCC(=O)Nc2ccc(S(=O)(=O)N3CCCC3)cc2)nnc1C(F)(F)F	-10	4	6	-3	3	-1	2	15	0
C/C(N)=C(/C#N)C(=O)CSc1nnc(-c2ccc(OC(F)F)cc2)o1	11	-2&2	-2&4	7	-3	-8	-7	-5	0&3
COC(=O)Cn1c(=NC(=O)C2COc3ccccc3O2)sc2cc(S(N)(=O)=O)ccc21 (centres undefined)	2	2	7	-5	-4	0	-6	17	4
Cc1cc(NC(=O)Cn2c(=O)oc3ccccc32)no1	0	1	11	.	-2	4	-3	4	-3
COc1ccccc1NC(=O)CCS(=O)(=O)c1cc2c(cc1Cl)NC(=O)CO2	2	3	0	5	-2	-5	-6	-3	-6
Cc1ccc(C)c(N2CCN(C(=O)CCc3nc(-c4ccc(Br)cc4)no3)CC2)c1	-1	-1	0	.	.	-5	.	.	-4
O=C(OCc1cnc(Cl)s1)c1ccc(Cl)cc1	5	0	1	4	2	-1	2	-2	11
CN1C(=O)c2ccc(C(=O)Nc3ccccc3O)cc2C1=O	1	2	9	-1	1	0	7	-1	-2
Cc1c(C(=O)N2CCc3ccccc3C2)oc2ccc(S(=O)(=O)N3CC(C)CC(C)C3)cc12 (centres undefined)	0	3	-2	-10	1	-1	4	-3	-4
Cc1cccc(Oc2nc(-c3ccccn3)nc3ccccc23)c1	1	6	6	-9	-2	2	-3	5	1
O=C(c1ccco1)N1CCN(C(=O)c2ccccc2OCc2ccccc2)CC1	0	5	-4	.	.	-1	.	-21	0
C/C(=N\NC(=O)c1ccc(F)cc1)c1ccccn1	0	6	16	4	-1	0	-6	25	3
CC[C@]12c3[nH]c4ccc(OC)cc4c3CCN1C(=O)C(CC(=O)NCCCN(C)C)C[C@@H]2C(=O)N1CCN(C(=O)c2ccco2)CC1 (some centres undefined)	-2	-2	0	.	.	4	.	.	-4
CCCCN(CCCC)/C(N)=N/c1nc(C)cc(C)n1	1	2	8	0	0	-3	7	-5	-3
COc1ccc(OC)c(NC(=O)c2ccccc2N(Cc2ccccc2)S(C)(=O)=O)c1	2	0	-2	-1	1	4	0	4	2
COc1ccc(NC(=O)COc2ccc(-c3nn(C)c(=O)c4ccccc34)cc2)cc1	1	1	-2	0	-3	0	10	-16	-1
Cn1c(=O)oc2cc(S(=O)(=O)NCc3ccco3)ccc21	-3	5	2	6	2	-2	6	-1	2
